A350 autofl – compound fluoresces in the Alexa 350 spectral region; Compound autofluorescence, 340/450 nm, Alexa 350 dye-equivalents; active compounds read high; AID 590; hit rate 11% among 59,000; max dye-equivalent concentration, M; in the data active means max dye-equivalent concentration above about 10 nM; inconclusive means mostly about 1.1 nM to 9.6 nM
FLuc inh – blocks Photinus pyralis firefly luciferase activity; hit rate 2.2% among 72,000; purified firefly luciferase, luminescence, 8 min; P08659; Potency, µM (doses to about 57.1 µM), for inactives: top-dose activity change, negative = inhibition, hits mostly inhibitors; further: potency means the concentration at half of the fitted maximal effect; on the % scale 0 is the no-effect control and ±100 the full control effect; nearly all actives have a fitted effect of over 40% in size
Target sequence (P08659 whole entry, looked up): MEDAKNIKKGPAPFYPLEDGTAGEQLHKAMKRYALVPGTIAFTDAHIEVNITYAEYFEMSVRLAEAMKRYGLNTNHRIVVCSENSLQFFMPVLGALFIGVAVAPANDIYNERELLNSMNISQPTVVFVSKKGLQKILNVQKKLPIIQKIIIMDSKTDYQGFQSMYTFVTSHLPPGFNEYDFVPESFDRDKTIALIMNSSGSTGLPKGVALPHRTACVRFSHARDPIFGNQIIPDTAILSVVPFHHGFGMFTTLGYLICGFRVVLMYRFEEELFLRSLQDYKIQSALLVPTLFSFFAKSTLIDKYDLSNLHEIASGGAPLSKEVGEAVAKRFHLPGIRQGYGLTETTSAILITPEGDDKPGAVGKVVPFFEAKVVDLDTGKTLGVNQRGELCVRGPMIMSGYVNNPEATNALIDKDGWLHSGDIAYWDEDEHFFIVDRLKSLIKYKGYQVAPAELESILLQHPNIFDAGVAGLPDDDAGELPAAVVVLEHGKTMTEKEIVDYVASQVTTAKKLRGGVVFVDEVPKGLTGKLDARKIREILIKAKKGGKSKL
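Firefly luciferase (PKLight detection mix) with 10 uM ATP in pH 7.2 imidazole buffer (KCl, MgCl2, Tween 20, BSA). Compounds tested across a concentration series (qHTS). Luminescence read after 8 min at ambient temperature.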
TexasRed autofl – Texas Red region autofluorescence; Compound fluorescence, Texas Red channel, 547/618 nm; active compounds read high; max dye-equivalent concentration, M; hit rate 0.06% among 59,000; in the data active means max dye-equivalent concentration above about 10 nM; inconclusive means between about 1.1 nM and that limit
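Compound fluorescence was read after 15 min at room temperature in 100 mM Tris, pH 8.0, using 547 nm excitation and 618 nm emission across a concentration series. It was expressed as Texas Red dye-equivalent concentration from an on-plate standard curve.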
Tau fil binding – binds recombinant human tau filaments. AID 596. P10636. Potency, µM (top dose mostly 57.1 µM), for inactives: top-dose activity change, negative = inhibition. hit rate 2% among 71,000. recombinant tau filaments, thioflavin S fluorescence, 15 h; filaments grown with octadecylsulfate alongside compound;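 further: potency means the concentration at half of the fitted maximal effect; on the % scale 0 is the no-effect control and ±100 the full control effect; actives lower thioflavin S fluorescence by blocking filaments or displacing dye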
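Tau 2 uM in ThS buffer dispensed; compound added; 60 uM ODS added (finals 1 uM tau, 30 uM ODS); 15 h 37 C; fluor ex450/em510.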
Fluorescein autfl – compound fluoresces in the fluorescein spectral region; hit rate 0.91% among 59,000; AID 593; Compound autofluorescence, 480/540 nm, fluorescein-equivalent; active compounds read high; max fluorescein-equivalent concentration, M; in the data active means max fluorescein-equivalent concentration above about 10 nM; inconclusive means between about 1.1 nM and that limit
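Values reflect compound autofluorescence, normalized to fluorescein on the same plate and reported at each tested concentration. Conditions: 100 mM Tris pH 8.0, room temperature, 15 min, excitation 480 nm, emission 540 nm.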
HEK293 cAMP cs – raises cAMP in parental HEK293 cells, TSHR agonist counter-screen; parental HEK293 CNG cAMP sensor, membrane potential fluorescence; hit rate 2.5% among 73,000; Potency, µM (series often up to 57.1 µM), for the others: at the highest dose activation, hits mostly activators; further: potency means the concentration at half of the fitted maximal effect; % of control where 0% means no effect; nearly all actives have a fitted effect of over 55% in size
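Parental HEK 293 cells stably expressing a modified CNG channel (no TSHR) report cAMP rise as membrane depolarization. Membrane potential dye with 100 uM RO 20-1724 was loaded for 60 min at room temperature, then compound added for 30 min; fluorescence read at 590 nm.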
ERK AVP inh – blocks ERK signaling stimulated by vasopressin. HEK293-V1b, vasopressin-stimulated pERK AlphaScreen. Potency, µM (titrated, usually from 57.5 µM), inactives show at the top dose activity, negative = inhibition, most hits filed as inhibitors. hit rate 0.99% among 72,000. AID 995; further: potency means the concentration at half of the fitted maximal effect; on the % scale 0 is the no-effect control and ±100 the full control effect; nearly all actives have a fitted effect of over 55% in size
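HEK293 cells stably expressing V1b receptor, seeded overnight in 1% FBS, were treated with compounds for 30 min at 37C, then stimulated 5 min with 25 nM vasopressin; phospho-ERK read by AlphaScreen SureFire after lysis.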
4MU fluor – 4-MU region autofluorescence; hit rate 11% among 59,000; max dye-equivalent concentration, M; AID 589; compound autofluorescence, 340/450 nm, 4-MU equivalents; active compounds read high; in the data active means max dye-equivalent concentration above about 10 nM; inconclusive means mostly about 1.1 nM to 9.6 nM
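Intrinsic fluorescence at 340/450 nm (ex/em) was read after 15 min at room temperature in pH 8.0, 100 mM Tris. Each compound concentration expressed as 4-MU-equivalent concentration from a six-point 4-MU standard series on each plate.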
Rhodamine autofl – rhodamine region autofluorescence | Rhodamine-region fluorescence, 547/598 nm, Tris buffer; active compounds read high | max dye-equivalent concentration, M | hit rate 0.05% among 59,000 | AID 594; in the data active means max dye-equivalent concentration above about 11 nM; inconclusive means between about 1.1 nM and that limit
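Compound fluorescence in 100 mM Tris, pH 8.0, read after 15 min at room temperature with 547 nm excitation and 598 nm emission. Output is dye-equivalent concentration from an on-plate rhodamine standard series.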
Caspase-7 inhib – allosteric or competitive inhibitors of human caspase-7; recombinant caspase-7, Ac-DEVD-AFC fluorescence rate; P55210; Potency, µM (doses to about 57.5 µM), inactives show at the top dose activity change, negative = inhibition, actives largely listed as inhibitors; hit rate 0.02% among 75,000; active means well fitted inhibition curve with a large enough effect in the main read-out, with a control signal flat, not every such curve was filed as active; inconclusive means small, poorly fitted or top-dose-only effect, or a change in a side signal; further: potency means the concentration at half of the fitted maximal effect; % of control where 0% means no effect
Target sequence (P55210 24-198 limits assumed): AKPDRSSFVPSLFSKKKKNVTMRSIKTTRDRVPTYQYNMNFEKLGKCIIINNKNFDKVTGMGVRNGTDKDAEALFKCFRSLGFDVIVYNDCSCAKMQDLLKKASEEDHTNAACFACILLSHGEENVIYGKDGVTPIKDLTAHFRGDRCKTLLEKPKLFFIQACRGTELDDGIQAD
Target sequence (P55210 207-303 limits assumed): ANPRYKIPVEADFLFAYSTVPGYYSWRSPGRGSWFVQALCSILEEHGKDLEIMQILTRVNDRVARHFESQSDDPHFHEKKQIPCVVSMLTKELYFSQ
Caspase-1 inhib – blocks human caspase-1 allosterically or competitively. Caspase-1 enzyme, Ac-WEHD-AFC fluorogenic rate. Potency, µM (titrated, usually from 57.5 µM), for the others: at the top dose activity change, negative = inhibition, usual class: inhibitors. hit rate 0.03% among 75,000. P29466;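 further: potency means the concentration at half of the fitted maximal effect; plate controls were vehicle for no effect and no substrate for full effect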
An asterisk follows results filed as active; i = inactive; u = inconclusive; x = no result given; [ ] = another dose, or the depositor's remark. Unless noted, the call rests on the fitted dose curve; in most records, active means well fitted curve in the direction sought with a large enough effect; inconclusive means small, poorly fitted or top-dose-only effect, or another doubt; inactive means no such curve, though single readings can be large; an effect the other way counts as inactive or inconclusive. Not all compounds are listed; rates above refer to the full screens.

Values run as follows: A350 autofl | FLuc inh | TexasRed autofl | Tau fil binding | Fluorescein autfl | HEK293 cAMP cs | ERK AVP inh | 4MU fluor | Rhodamine autofl | Caspase-7 inhib | Caspase-1 inhib
CCOc1ccc(C2C(C#N)=C(N)Oc3n[nH]c(C)c32)cc1OC(=O)C1CC1 (stereo not given)
    i | 2% | i | 8% | u | 4% | -16% | i | i | -2% | 1%
Cc1cc(C(=O)CSc2nnnn2C)c(C)n1CCc1ccc(F)cc1
    i | 1% | i | -6% | i | -1% | 8% | i | i | -2% | 1%
Cc1cccc(N2CCN(C(=O)CCNC(=O)Cn3ccc4ccccc4c3=O)CC2)c1C
    i | -1% | u | 16% | u | u | 28% | i | i | -1% | 2%
COc1ccc(NC(=O)N(Cc2cccnc2)Cc2ccccc2Cl)c(OC)c1
    x | 1% | x | 17% | x | 5% | -20% | x | x | -3% | -3%
COc1ccc(C(=O)Nc2ccc3oc(-c4cccc(F)c4)nc3c2)cc1OC
    x | 2% | x | 307% | x | 1% | u | x | x | -2% | -3%
Cc1cc(Nc2cccc(C)c2C)n2nc(C)nc2n1
    x | 0% | x | 6% | x | 8% | u | x | x | 0% | -1%
COc1ccccc1NC(=O)CSc1nnc(-c2ccncc2)o1
    i | -2% | i | 2% | i | u | -19% | i | i | 0% | 1%
CCOC(=O)C1CCCN(C(=O)c2cccs2)C1 (stereo not given)
    i | -2% | i | -1% | i | 3% | -14% | i | i | -1% | 1%
COC(=O)c1ccccc1NC(=O)CSc1nc2c(c(=O)n(C)c(=O)n2C)n1C
    x | 1% | x | 11% | x | 4% | -11% | x | x | 1% | -1%
CN(C(=O)COC(=O)COc1ccc(Cl)cc1)C1CCCCC1
    i | 1% | i | -7% | u | 12% | 5% | i | i | 0% | 0%
Cc1cc(C)n(S(=O)(=O)c2cc(Cl)ccc2Cl)n1
    i | -8% | i | -4% | u | 27% | 11% | i | i | 1% | 1%
Cc1c(Cl)ccc2c1NC(=O)[C@]21[C@@H]2C(=O)N(Cc3ccccc3)C(=O)[C@@H]2[C@@H]2CCCN21
    i | 0% | i | 25µM* | u | -6% | -29% | i | i | -17% | -7%
CC(=O)c1c(C)nn(C(=O)c2cccs2)c1C
    x | 0% | x | -5% | x | 4% | x | x | x | 1% | -2%
CCc1c(C)c(C#N)c2nc3ccccc3n2c1Nc1c(C)n(C)n(-c2ccccc2)c1=O
    1.5e-08M* | 1% | i | -10% | u | -5% | -11% | 1.2e-08M* | i | -7% | -7%
CC(C)N1CC=C2C(C#N)=C(N)C(C#N)(C#N)C(c3ccccc3)C2C1 (stereo not given)
    4.4e-07M* | -1%[25.5 µM] | i | x | 1.6e-07M* | x | x | 3.9e-07M* | i | x | x
CC(C)CN(C(=O)COC(=O)CCc1c[nH]c2ccccc12)C1CCS(=O)(=O)C1 (stereo not given)
    u | -1% | u | 2% | u | 18% | 9% | i | i | 0% | 1%
Cc1ccc2cc(C)c(N3CCN(c4ccccn4)CC3)nc2c1
    u | -18% | u | 17% | i | 20% | 3% | u | i | -2% | -2%
Cc1nccn1-c1ncnc2sc3c(c12)CCCC3
    x | 1% | x | 4%[11.4 µM] | x | 8%[11.4 µM] | u | x | x | 0% | -4%
CC(C)CCNC(=O)CN(C(=O)Cn1nnc(-c2ccc(F)cc2)n1)C1CCCC1
    i | 7% | i | -4% | u | 26% | 22% | i | i | -1% | -3%
Cc1oc(-c2ccccc2F)nc1CS(=O)(=O)CC(=O)N1CCCCCC1
    x | 2% | x | 9% | x | 11% | -20% | x | x | 1% | -3%
CCn1c(SCC(=O)Nc2ccc3c(c2)OCCO3)nnc1-c1ccccn1
    u | -22% | i | -5% | i | 12% | -9% | u | i | 0% | 1%
C=CCn1c(SCC(=O)NCc2ccc3c(c2)OCO3)nnc1C1CCCCC1
    i | 3% | i | 8% | u | 25µM* | 9% | i | i | -3% | -2%
CSc1nnc(-c2ccccc2)c(=O)[nH]1
    i | -1% | i | -6% | i | 14% | -27% | i | i | -2% | 0%
CC(NCCc1ccc(O)cc1)C(O)c1ccc(O)cc1 (stereo not given)
    u | -1%[25.5 µM] | i | x | i | x | -3% | u | i | 0% | 3%
Cc1ccc(SCN2CCCCC2)cc1 (tested in a mixture with another compound)
    u | -10%[11.4 µM] | i | -4%[11.4 µM] | u | -10%[11.4 µM] | -13%[11.5 µM] | u | i | -3%[11.5 µM] | 2%[11.5 µM]
O=C(CCN1CCCC1Cc1ccccc1)c1ccc2c(c1)OCCO2 (stereo not given)
    i | 1%[25.5 µM] | i | x | u | x | x | i | i | x | x
O=C(CNS(=O)(=O)c1ccc(Br)s1)N1CCN(c2ncccn2)CC1
    i | -4% | i | 1% | i | 4% | -4% | i | i | 1% | 0%
Cc1cc(C)c(C#N)c(N2CCCC(C(N)=O)C2)n1 (stereo not given)
    6.8e-08M* | 0% | i | -2% | i | 15% | 9% | 6.9e-08M* | i | -4% | -1%
O=C(c1cnn2c(C(F)F)cc(-c3ccccc3)nc12)N1CCN2CCCC2C1 (stereo not given)
    2.8e-08M* | -2% | i | u | i | u | -14% | 2.4e-08M* | i | -6% | -7%
Cc1cc(C)c(NC(=O)CN2C(=O)NC3(CCCCC3)C2=O)c(Cl)c1
    i | 2% | u | 3% | u | 9% | 6% | i | i | -3% | 3%

Complete entries from above. Order of values: A350 autofl, FLuc inh, TexasRed autofl, Tau fil binding, Fluorescein autfl, HEK293 cAMP cs, ERK AVP inh, 4MU fluor, Rhodamine autofl, Caspase-7 inhib, Caspase-1 inhib
CSc1nnc(-c2ccccc2)c(=O)[nH]1 as listed: i, -1%, i, -6%, i, 14%, -27%, i, i, -2%, 0%
O=C(CCN1CCCC1Cc1ccccc1)c1ccc2c(c1)OCCO2 (stereo not given) as listed: i, 1%[25.5 µM], i, x, u, x, x, i, i, x, x
CC(C)CN(C(=O)COC(=O)CCc1c[nH]c2ccccc12)C1CCS(=O)(=O)C1 (stereo not given) as listed: u, -1%, u, 2%, u, 18%, 9%, i, i, 0%, 1%
C=CCn1c(SCC(=O)NCc2ccc3c(c2)OCO3)nnc1C1CCCCC1 as listed: i, 3%, i, 8%, u, 25µM*, 9%, i, i, -3%, -2%

Remaining list, next part.
Values run as follows: A350 autofl | FLuc inh | TexasRed autofl | Tau fil binding | Fluorescein autfl | HEK293 cAMP cs | ERK AVP inh | 4MU fluor | Rhodamine autofl | Caspase-7 inhib | Caspase-1 inhib
CCOC(=O)c1c(NCc2ccc3c(c2)OCO3)c2ccccc2[nH]c1=O
    i | 1% | u | -10% | i | u | -3% | i | i | -3% | 1%
O=C(Nc1ccccc1)N1CCC2(CCNCC2)CC1
    i | -1%[11.4 µM] | i | -10% | i | -6% | 11% | i | i | -3% | -4%
CCc1nnc(NC(=O)CCC(=O)N2CCN(Cc3ccccc3)CC2)s1
    i | 13µM* | i | 1% | i | 8% | -3% | i | i | -1% | 1%
COC(=O)[C@@]1(Cc2ccc(OC)cc2)[C@H]2c3cc(C(=O)N4CCCC4)n(C[C@H](O)CO)c3C[C@H]2CN1C(=O)c1ccccc1
    x | x | x | 2% | x | 5% | 7% | x | x | 1% | 0%
COc1cccc(NC(=O)N(Cc2ccco2)C(C)c2cccs2)c1 (stereo not given)
    i | 2% | u | 5% | i | u | 18% | i | i | -1% | 0%
c1cnc(N2CCN(c3nc4ccccc4n4cnnc34)CC2)nc1
    i | 4% | i | 0% | i | -3% | -14% | i | i | -1% | 0%
O=C(CCn1[nH]c(=O)c2ccccc2c1=O)OC1CCCCC1
    i | 4% | i | -5% | i | 0% | 25% | i | i | 0% | -1%
CCNc1nc(N)nc(Oc2ccc(C(=O)OC)cc2)n1
    i | -17% | i | 4% | u | 11% | u | i | i | 0% | 1%
CS(=O)(=O)N(CC(=O)NCc1ccco1)Cc1ccc(Cl)cc1
    i | -1% | i | 5% | i | 10% | -27% | i | i | -1% | -2%
Cc1cc(=O)[nH]c(SCC(=O)c2ccccc2)c1C#N
    i | 0%[25.5 µM] | i | x | u | x | x | i | i | x | x
Cc1nn(-c2cc(N3CCCCC3)ccc2N)c(=O)c2ccccc12
    i | -1% | i | u | i | 19% | u | i | i | 1% | -1%
O=C(O)C/C(=C\c1ccccc1)C(=O)O
    i | 2%[11.4 µM] | i | 1%[11.4 µM] | i | -2%[11.4 µM] | 2%[11.5 µM] | i | i | 0%[11.5 µM] | 3%[11.5 µM]
O=C(O)c1ccc(Cn2cc(Cl)cn2)cc1
    i | 1% | i | -3% | i | 7% | 10% | i | i | -1% | -1%
Cn1c(=O)c(=O)n(C)c2cc(S(=O)(=O)N3CCC(N4CCCCC4)CC3)ccc21
    i | 1% | i | -2% | i | 3% | 10% | i | i | 3% | -1%
CCOC(=O)c1nn(-c2ccc3c(c2)CCN3C(C)=O)cc1O
    1.2e-07M* | 10µM* | i | 12% | i | -13% | 4% | 1.2e-07M* | i | -2% | -2%
CN(C)CCNC(=O)c1ccc(CS(=O)(=O)c2ccc(Br)cc2)o1
    x | 2% | x | -5% | x | 3% | 8% | x | x | -1% | 0%
OCCNCCO
    x | x | x | -3% | x | 4% | -2% | x | x | 0% | -4%

Screening results from PubChem.
